Pf growth 48h – inhibits P. falciparum growth in the first generation, 48 h | Potency, µM (titrated, usually from 28.7 µM), inactives show at the highest dose activity change, negative = inhibition, most hits filed as inhibitors | hit rate 5.9% among 310,000 | AID 504832 | P. falciparum luciferase growth in erythrocytes, 48 h; also: potency is read from the fitted curve at half-maximal effect; % is scaled to controls: 0 for no effect and ±100 for the full control effect
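Read-out is firefly luciferase luminescence from an integrated reporter in P. falciparum, so falling signal marks reduced parasite growth. Infected erythrocytes were at 2% hematocrit and 0.1% parasitemia (final) in Albumax-supplemented RPMI 1640.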
Pf growth 96h – inhibits malaria parasite growth, 96 h. hit rate 6.9% among 320,000. Potency, µM (series often up to 28.7 µM), for inactives: top-dose activity change, negative = inhibition, actives largely listed as inhibitors. P. falciparum luciferase reporter growth, 96 h; also: potency is read from the fitted curve at half-maximal effect; % is scaled to controls: 0 for no effect and ±100 for the full control effect
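Infected RBCs, 2% Hct / 0.05% parasitemia final; luciferase-reporter P. falciparum; cpd 96 h, 37 C, 5% CO2; luciferase detection reagent; luminescence.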
Shiga toxin inh – blocks Shiga toxin action in Vero cells | AID 2315 | inhibition, % at 38.7 µM | Vero cells, Shiga toxin protein synthesis inhibition reporter | hit rate 9.2% among 290,000; in the data active = inhibition mostly above about 28%, no sharp cut-off; inactive = mostly below about 43%; also: 0% is about no effect
Cycloheximide cs – counter-screen for Shiga toxin inhibitors: cycloheximide protein synthesis inhibition; AID 2314; hit rate 12% among 300,000; max response, %; cell reporter, cycloheximide protein synthesis inhibition counterscreen; in the data active = max response mostly above about 13%, no sharp cut-off; inactive = mostly below about 14%; also: read at 38.3 µM for the half of the compounds with a filed dose; 0% is about no effect
AMA1 RON2 block – inhibitors of Plasmodium falciparum AMA1-RON2 interaction. hit rate 0.2% among 360,000. AlphaScreen AMA1-biotinylated RON2 peptide binding. Potency, µM (top dose mostly 58.2 µM), inactives show at the highest dose activity change, negative = inhibition, hits mostly inhibitors;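 also: potency is read from the fitted curve at half-maximal effect; 0% = vehicle wells and -100% = peptide control; nearly all actives have a fitted effect of over 45% in size; some results filed as inactive show a strong effect at the top dose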
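AMA1 (3D7) with his tag at 25 nM final met compounds first, then biotinylated RON2 peptide at 25 nM; detection used donor plus acceptor beads, 10 µg/mL apiece, read by AlphaScreen after 30 min at room temperature.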
Tb PYK inh – T. brucei pyruvate kinase inhibition | Q57TT1 | TbPYK enzyme, Kinase-Glo Plus ATP luminescence, 45 min | Potency, µM (top dose mostly 76.8 µM), for inactives: at the top dose activity, negative = inhibition, most hits filed as inhibitors | hit rate 0.12% among 410,000; also: potency is read from the fitted curve at half-maximal effect; % is scaled to controls: 0 for no effect and ±100 for the full control effect; nearly all actives have a fitted effect of over 50% in size
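Luminescence from Kinase-Glo Plus, added after a 45-minute room-temperature reaction, served as the end-point read-out. The enzyme and substrate were preincubated with compound before ADP (130 uM final) initiated turnover. Concentration-effect curves came from normalized qHTS data.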
LmPK inhibitor – blocks Leishmania mexicana pyruvate kinase activity; Q27686; purified LmPK, Kinase-Glo ATP luminescence, 1 h; hit rate 0.37% among 290,000; AID 1721; Potency, µM (highest dose often 57.5 µM), inactives show top-dose activity change, negative = inhibition, hits mostly inhibitors; also: potency is read from the fitted curve at half-maximal effect; % is scaled to controls: 0 for no effect and ±100 for the full control effect
Target sequence (Q27686 whole entry, looked up): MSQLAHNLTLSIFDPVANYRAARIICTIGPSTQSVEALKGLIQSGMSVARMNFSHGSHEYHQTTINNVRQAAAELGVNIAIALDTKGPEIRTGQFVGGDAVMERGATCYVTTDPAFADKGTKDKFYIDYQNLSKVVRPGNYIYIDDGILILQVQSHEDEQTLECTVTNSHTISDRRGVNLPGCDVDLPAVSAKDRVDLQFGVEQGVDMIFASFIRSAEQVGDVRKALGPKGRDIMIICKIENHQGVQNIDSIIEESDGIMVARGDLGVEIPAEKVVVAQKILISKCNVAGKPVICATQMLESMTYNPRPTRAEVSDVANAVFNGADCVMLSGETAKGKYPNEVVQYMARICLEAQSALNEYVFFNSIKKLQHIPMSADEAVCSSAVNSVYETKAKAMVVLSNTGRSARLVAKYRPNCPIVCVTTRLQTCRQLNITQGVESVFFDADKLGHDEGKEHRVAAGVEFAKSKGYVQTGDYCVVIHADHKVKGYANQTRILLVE
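Purified LmPK (0.1 nM) converted ADP (0.1 mM) to ATP with PEP (0.5 mM) in imidazole buffer pH 7.2 with KCl and MgCl2, 1 h at room temperature. ATP was read by Kinase-Glo luminescence; data normalized to uninhibited and no-enzyme controls.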
* hit, by the source's call; ? = inconclusive; · = no result given; + = active, no number; & = joins results of further samples; [ ] = dose if it differs, or a comment. Unless noted, calls follow the shape of the dose curve; as a rule, active = well fitted curve in the direction sought with a large enough effect; inconclusive = small, poorly fitted or top-dose-only effect, or another doubt; inactive = no such curve, though single readings can be large; an effect the other way counts as inactive or inconclusive. The order is random, and some 21% of all compounds hit somewhere here.

canonical_smiles,Pf growth 48h,Pf growth 96h,Shiga toxin inh,Cycloheximide cs,AMA1 RON2 block,Tb PYK inh,LmPK inhibitor
Cc1cccc(C)c1NC(=O)c1nc(S(=O)(=O)Cc2ccccc2)ncc1Cl,25%,?,40*,16*,-11%,1%,2%
CCc1cccc(OCC(=O)Nc2cc(Cl)ccc2-n2cncn2)c1,13µM*,?,·,·,14%,-2%,·
CCc1c(C)nc(N2CCN(c3ccc(Cl)cc3)CC2)[nH]c1=O,-132%,0%,-17,-1,-3%,-12%,-1%
CC(NC(=O)c1ccc(Cl)cc1)C(=O)N1CCCCC1 (centres undefined),·,-31%,5,7,9%,-3%,2%
Cn1nnc2cc(C(=O)Nc3ccccc3)ccc21,151%[activator],-4%,32,16*,-13%,3%,7%
COc1cc(/C=N/n2nnnc2N)ccc1OC(C)=O,21%,-23%,-8,2,-3%,5%,-1%
CCOC(=O)c1c(C)n(-c2ccc(C)cc2)c2c(C(C(C)=O)C(=O)O)c(Br)c(O)c(O)c12 (centres undefined),?,·,-16,13,-26%,-25%,-29%
CCCN1C2CCCC1CC(NC(=O)c1ccc(F)cc1)C2 (centres undefined),-10%,-20%,-26,-8,-8%,-6%,0%
COCCNC(=O)CN(Cc1ccc(F)cc1)C(=O)CCC(=O)Nc1nccs1,45%[activator],?,-7,2,0%,6%,2%
Cc1ccc2[nH]c(O)c(N=NC(=O)CCc3ccccc3)c2c1Br,27%,-2%,-4,-2,-7%,2%,-6%
Cc1cc(C(=O)Nc2c(C)nn(Cc3ccccc3Cl)c2C)no1,2.6µM*,4%,17,-2,8%,0%,2%
CC(=O)N(CCCCl)C(C#N)c1ccccc1 (centres undefined),0%,36%[activator],-2,-1,11%,1%,0%
COC(=O)C1=C(c2ccccc2OCc2ccccc2)C[C@@H]2CC[C@H]1N2C(=O)NC1CCN(Cc2ccccc2)CC1,13µM*,?,·,·,0%,3%,·
COc1ccc(Cl)cc1C(=O)Nc1nnn(C)n1,21%,21%,-11,1,12%,-1%,1%
CC(C)CN(C)C(=O)CCc1nnc(Cc2cccc(C(F)(F)F)c2)o1,39%[activator],-5%,109*,47*,-14%,10%,0%
Fc1cc(NCc2ccccc2)nc(NCc2ccccc2)n1,28%,?,60*,53*,-3%,3%,-2%
Cc1cc(C)n(C(=O)c2c([N+](=O)[O-])c(C)nn2C)n1,15%,-7%,-3,1,3%,-2%,-2%
O=C(COc1ccc(Br)cc1)Nc1ccc(CN2CCOCC2)cc1,-25%,?,-5,3,-5%,-12%,3%
Cn1c(SCC(=O)c2ccccc2)nnc1-c1ccco1,79%[activator],15µM*,63*,41*,25%,6%,-4%
CCCc1cc(C(=O)N2CCCC(C(=O)c3cc(C)c(OC)c(C)c3)C2)n(C)n1 (centres undefined),?,5%,-13,0,0%,3%,-6%
CN1CCc2nc(SCc3ccc(C(C)(C)C)cc3)c(C#N)cc2C1,?,?,-7,-2,-16%,3%,3%
Cc1ccc(C(C)(C)C)cc1S(=O)(=O)Nc1nc2ccccc2nc1Cl,·,4%,-2,-2,-9%,-4%,0%
COc1ccc(N2CCN(Cc3cc(=O)oc4cc(C)c(Cl)cc34)CC2)cc1,-5%,37%[activator],-5,-3,4%,-2%,-8%
Cc1ccccc1C(=O)NC(=S)NCCN1CCOCC1,-4%,47%[activator],13,-3,4%,1%,-3%
COc1ccc(OC)c(C2N(c3cc(C)on3)C(=O)C3CCCN32)c1 (centres undefined),45%[activator],·,-3,-1,3%,-2%,0%
Cc1ccc(C)c(NC(=O)c2ccc3ccccc3n2)c1,·,287%[activator],39,30*,11%,-12%,-25%
COc1ccc(Cl)cc1NC(=O)CSc1nc(=O)n(CCN(C)C)c2c1CCCC2,?,?,·,·,0%,-10%,·
O=C(OCC1CC(c2ccccc2)=NO1)c1ccc(Br)cc1 (centres undefined),11%,39%[activator],5,0,21%,0%,5%
CCc1cccc(NC(=O)c2cccc3c2C(=O)N(CC2CCCO2)C3)c1 (centres undefined),?,?,11,-4,-4%,-4%,-1%
O=C(Nc1ccc(Br)cc1)c1cccnc1N1CCOCC1,24%,1%,-5,-2,-5%,-15%,0%
O=C1c2cccc([N+](=O)[O-])c2C(=O)N1c1c[nH]c(=O)[nH]c1=O,33%[activator],?,30,29,-16%,1%,6%
COCCCNc1nc(N)c([N+](=O)[O-])c(Nc2cc(OC)ccc2OC)n1,-25%,?,-17,-3,-15%,2%,-2%
COc1cccc(NC(=O)c2ccccc2N(Cc2ccccc2)S(C)(=O)=O)c1,-15%,-18%,·,2,-3%,2%,11%
CC1CN(C(=S)Nc2ccc(SC(F)F)cc2)CC(C)O1 (centres undefined),-2%,40%[activator],7,-3,8%,-4%,-2%
COCCCNC(=S)NCCNc1nc2c(C)c(C)ccc2cc1C#N,?,18%,-14,-2,-14%,-3%,8%
Cc1cc(O)c(Oc2cc(C)cc(O)c2O)c(O)c1,2%,49%[activator],2,11,4.5µM*,-23%,-8%

Part of the list above, with each value named.
> Cc1ccc(C)c(NC(=O)c2ccc3ccccc3n2)c1
  Pf growth 48h: · | Pf growth 96h: 287%[activator] | Shiga toxin inh: 39 | Cycloheximide cs: 30* | AMA1 RON2 block: 11% | Tb PYK inh: -12% | LmPK inhibitor: -25%

> COc1ccc(Cl)cc1NC(=O)CSc1nc(=O)n(CCN(C)C)c2c1CCCC2
  Pf growth 48h: ? | Pf growth 96h: ? | Shiga toxin inh: · | Cycloheximide cs: · | AMA1 RON2 block: 0% | Tb PYK inh: -10% | LmPK inhibitor: ·

(cont.)
canonical_smiles,Pf growth 48h,Pf growth 96h,Shiga toxin inh,Cycloheximide cs,AMA1 RON2 block,Tb PYK inh,LmPK inhibitor
COCCCNC(=O)c1cc2c(-c3cccc(OC)c3)nn(C)c2s1,14%,?,3,-3,28%,1%&2%,-8%
Cc1ccnc(NC(=O)c2cc3c(=O)oc4ccc(C)cc4c3s2)c1,6%,0%,12,10,-6%,6%,1%
CC1CCN(c2ccccc2NC(=O)c2ccc([N+](=O)[O-])o2)CC1,?,32%[activator],-10,-4,-4%,-1%,-2%
COc1ccc(C(=O)Oc2ccc(/C=N/O)cc2)cc1,49%[activator],?,83*,74*,-10%,·,1%
Fc1cccc(Cn2ccc(-c3ccc4c(c3)OCO4)n2)c1,62%[activator],63%[activator],99*,57*,12%,3%,-3%
O=C(NN1CCOCC1)c1cc(-c2ccc(Br)s2)nc2ccccc12,30%,0%,18,0,-6%,0%,-7%
N#CC1(C#N)C(C(N)=O)C1c1ccccc1 (centres undefined),6%,?,-13,3,2%[11.6 µM],-16%,1%
C=CCSc1n[nH]c(-c2cccs2)n1,88%[activator],29%,56,9,5%,-16%,1%
Cc1ccc(C)c(NC(=O)CN(C)C(=O)c2ccc(S(=O)(=O)N(C)c3ccccc3)cc2)c1,?,?,·,·,-4%,-1%,·
O=C(CCCN1C(=O)/C(=C/c2ccc3c(c2)OCO3)SC1=S)Nc1ccc(C(=O)O)cc1,-10%,?,-28,-2,-20%,1%,-2%
CCOc1ccccc1N1CCN(C(=O)CNC(=O)c2ccc(OC)c(OC)c2)CC1,-1%,-1%,-6,-1,13%,8%,8%
Cc1cc(NC(=O)C(C)C)ncc1NC(=O)c1cccc(F)c1,-4%,?,0,-1,-7%,4%,6%
CCCn1c(C(C)Nc2nc(C)cs2)nc2cc(Cl)c(Cl)cc21 (centres undefined),-11%,30%,-5,-3,84%[activator],-5%,-3%
CCOc1ccccc1CN1CCN(CCCn2cccn2)CC1CCO (centres undefined),5%,-10%,-18,-4,4%,6%,3%
COC(=O)N/N=C\C=C\c1ccc2c(c1)OCO2,-5%,38%[activator],-8,-2,-7%,2%,-16%
COc1cc(/C=N/NC(=O)c2ccc(=O)[nH]n2)ccc1O,-10%,?,10,-1,-8%,-8%,-1%
COc1cccc(NC(=O)/C=C/c2ccc([N+](=O)[O-])cc2)c1,37%[activator],16%,47*,39*,?,-7%,-11%
Cc1ccc(-n2ncc3c(=O)n(CC(=O)N4CCN(c5ccccc5)CC4)cnc32)cc1,19%,-6%,7,9,1%,0%,2%
CCCn1nnnc1NCc1cccc(Cl)c1,29%,2%,12,0,3%,4%,-2%
O=C(OCc1nnc(-c2ccccc2)o1)C1CCN(C(=O)c2ccc(Cl)cc2)CC1,2%,37%[activator],·,·,-9%,3%,·
COc1ccccc1-c1nn2c(C3COc4ccccc4O3)nnc2s1 (centres undefined),14%,3.7µM*,6,10,6%,·,3%
Cc1[nH]c2ccccc2c1C(=O)COC(=O)c1ccc[n+]([O-])c1,1%,50%[activator],14,8,-8%,-4%,-6%
CCOC(=O)C(C)n1cnc2c(nnn2-c2ccc(F)cc2)c1=O (centres undefined),56%[activator],79%[activator],18,8.7*,1%,1%,-2%
O=c1c2c3c(sc2nc2sc(CN4CCOCC4)cn12)CCCC3,42%[activator],·,+,18*,48%[activator],-4%,-2%
CCOC(=O)NC(c1ccccc1)C1CCCCC1=O (centres undefined),-4%,·,1,-3,-16%,3%,4%
COc1ccc(CC(=O)N/N=C/C=C/c2cccc([N+](=O)[O-])c2)cc1OC,-7%,?,6,-2,1%,-1%,3%
Brc1cnc2nc[nH]c2c1,14%,19%,-15,-1,-1%,2%,1%
CC(=O)NC1C(=O)N(CCN2CCOCC2)c2ccc(Cl)cc21 (centres undefined),?,?,13,4,?,?,0%
Cc1cc(C(=O)Nn2cnc3ccccc3c2=O)ccc1[N+](=O)[O-],12%,27%,-8,5,4%,10%,2%
O=C(NC1CC1)C1=C[C@H](c2ccc(Br)cc2)C[C@H](OCc2ccc(CO)cc2)O1,?,?,2,-3,-30%,-2%,6%
O=C(Nc1ccc2c(c1)OCO2)N1CCCc2ccccc21,77%[activator],93%[activator],85*,35*,11%,-9%,-8%
Cc1nc2ncnn2c(C)c1CCC(=O)NCc1ccco1,37%[activator],·,12,-3,0%,0%,-6%
Cc1cc(C)c(OCC(=O)OCC(=O)NCCC2=CCCCC2)c(C)c1,17%,47%[activator],·,·,-11%,-11%,·

Source: PubChem BioAssay
